# Bioassay records deposited in PubChem by several laboratories.
# CCHFV vOTU inh = CCHFV vOTU protease inhibitors, primary screen, biochemical, Pep-AMC substrate, fluorescence; Crimean-Congo hemorrhagic fever virus L polyprotein viral ovarian tumor (vOTU) protease …; actives 0.55% (n = 370,000); inhibition, % at 11.5 µM; in the data active = inhibition above about 30%; note: 0% = vehicle wells with enzyme and 100% = no enzyme wells
# BoNT F protease = BoNT/F light chain protease inhibitors, primary screen, biochemical, flow cytometry, MLPCN library; Botulinum neurotoxin type F light chain protease (Clostridium botulinum); Multiplex microsphere protease cleavage assay; inhibition, % at 10 µM; actives 0.22% (n = 360,000); AID 588497, 2011; in the data active = inhibition above about 35%, passing the limit was not always enough; inconclusive = no clear call, values can overlap the other calls; note: plate controls were buffer without enzyme for full effect and enzyme alone for no effect
# BoNT A protease = BoNT/A light chain protease inhibitors, primary screen, biochemical, flow cytometry, MLPCN library; AID 588499, 2011; inhibition, % at 10 µM; actives 0.17% (n = 360,000); multiplex microsphere protease substrate cleavage; note: plate controls were buffer without enzyme for full effect and enzyme alone for no effect
# FadD28 FP inh = inhibitors of FadD28 bisubstrate probe binding, primary screen, biochemical, fluorescence polarization, single point; actives 0.22% (n = 360,000); Mycobacterium tuberculosis FadD28 fatty-acid-AMP ligase; inhibition, % at 12.5 µM; in the data active = inhibition above about 8.5%, passing the limit was not always enough; inconclusive = no clear call, values can overlap the other calls
# PrPC TRFRET = inhibitors of human cell surface prion protein PrPC, primary screen, cell-based, TR-FRET | Major prion protein (Homo sapiens), P04156 | TR-FRET read-out | inhibition, % at 13.8 µM | actives 0.43% (n = 370,000) | AID 720596, 2013; in the data active = inhibition above about 24%; note: 0% = median of the test wells and 100% = reference compound wells
# TcdB GH inh = TcdB glycohydrolase inhibitors, primary screen, biochemical, single point, plate reader; TcdB glycohydrolase enzymatic assay; inhibition, % at 9.99 µM; actives 0.24% (n = 350,000); in the data active = inhibition above about 10%
# PfHsp40 yeast = rescue of yeast from PfHsp40 toxicity, primary screen, S. cerevisiae, ATP luminescence; AID 504582, 2011; actives 0.68% (n = 340,000); growth rescue, % at 12.5 µM; S. cerevisiae expressing PfHsp40, growth rescue; in the data active = growth rescue above about 28%, passing the limit was not always enough; inconclusive = no clear call, values can overlap the other calls;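 note: yeast W303a lacking pdr1 and pdr3 grown in galactose medium; growth measured after three days at 30 °C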
# Yp Topo-I inh = Yersinia pestis topoisomerase I inhibitors, primary screen, biochemical, cleavage product accumulation, plate reader, single point; DNA topoisomerase I (Yersinia pestis CO92); Y. pestis Topo-I cleavage product accumulation; activity, % at 10 µM; actives 0.064% (n = 360,000); AID 504884, 2011; in the data active = activity above about 50%, passing the limit was not always enough; inconclusive = no clear call, values can overlap the other calls; note: inactives centre near 2
# Anthrax LF prot = Bacillus anthracis LF protease inhibitors, primary screen, biochemical, multiplex microsphere, MLPCN library. multiplex microsphere protease cleavage assay. inhibition, % at 10 µM. actives 0.12% (n = 360,000). AID 588501, 2011; note: plate controls were buffer without enzyme for full effect and enzyme alone for no effect
# Target sequence (P15917 whole entry, looked up): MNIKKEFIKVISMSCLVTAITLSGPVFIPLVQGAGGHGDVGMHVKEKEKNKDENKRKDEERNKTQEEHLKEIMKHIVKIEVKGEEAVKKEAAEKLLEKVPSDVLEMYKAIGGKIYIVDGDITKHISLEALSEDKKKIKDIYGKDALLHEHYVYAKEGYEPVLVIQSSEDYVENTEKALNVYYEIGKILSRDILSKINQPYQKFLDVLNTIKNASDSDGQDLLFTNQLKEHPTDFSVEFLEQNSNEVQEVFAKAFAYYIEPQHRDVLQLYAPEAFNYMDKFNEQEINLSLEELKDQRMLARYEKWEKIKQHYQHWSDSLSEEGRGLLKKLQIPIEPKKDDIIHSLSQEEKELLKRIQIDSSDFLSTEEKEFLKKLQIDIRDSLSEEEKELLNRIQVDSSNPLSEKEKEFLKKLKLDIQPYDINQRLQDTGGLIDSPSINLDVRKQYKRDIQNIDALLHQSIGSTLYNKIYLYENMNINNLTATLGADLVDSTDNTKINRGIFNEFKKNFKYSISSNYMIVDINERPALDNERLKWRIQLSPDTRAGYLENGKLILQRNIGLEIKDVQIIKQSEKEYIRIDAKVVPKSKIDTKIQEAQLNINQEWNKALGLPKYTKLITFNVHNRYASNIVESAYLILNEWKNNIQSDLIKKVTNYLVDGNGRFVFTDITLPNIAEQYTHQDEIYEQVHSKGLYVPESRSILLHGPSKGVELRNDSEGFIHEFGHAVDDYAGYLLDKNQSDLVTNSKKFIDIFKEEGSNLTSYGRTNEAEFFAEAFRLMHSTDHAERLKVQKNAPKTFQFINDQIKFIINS
# * marks the source's active call; other numbers are inactive results; ? = inconclusive; . = no result given; & = joins results of further samples. Cut-off read from the data, not from the text of the source, unless noted: active = inhibition above about 30%; inconclusive = no clear call, values can overlap the other calls; inactive = below that. Random draw from the library; 2.3% or so of the library scored in one or more.
SMILES,CCHFV vOTU inh,BoNT F protease,BoNT A protease,FadD28 FP inh,PrPC TRFRET,TcdB GH inh,PfHsp40 yeast,Yp Topo-I inh,Anthrax LF prot
CS(=O)(=O)/C(C#N)=C/c1cccn1S(=O)(=O)c1cccc2ccccc12,13,4,0.0,-2.2,-1,3.0,.,27,1
O=C(CSc1n[nH]c(-c2ccncc2)n1)Nc1ccc(Cl)cc1,8,-12,0.5,-3.3,8,0.1,-0.9,5,-1
CCN(CC)Cc1cc2[nH]c3c4ccc(Cl)cc4ncc3c2cc1OC,3,6,-3.1,-2.5,0,1.7,2.8,-11,-2
CN1N=C(C(=O)N2CCN(c3ccc([N+](=O)[O-])cc3)CC2)CCC1=O,5,-2,0.1,-3.2,-28,0.8,-1.0,2,-2
O=C(CSc1nnc(Cc2ccccc2)o1)Nc1ccccc1,-11,-3,0.2,-3.9,-3,1.1,-0.4,10,-2
CCOc1ccccc1C(=O)NC1CCN(CC(=O)Nc2cc(OC)ccc2OC)CC1,-5,.,.,1.1,1,-3.2,0.9,5,.
Cc1cccc(C(=O)N2CCN(S(=O)(=O)c3ccc4c(c3)OCCCO4)CC2)c1[N+](=O)[O-],19,2,-0.6,-3.6,-3,1.6,0.3,13,6
CC(=O)NCCc1ccc(S(=O)(=O)Nc2ccc(NC(=O)c3ccc(F)cc3)cc2)cc1,21,8,-1.2,0.2,1,-6.7,-1.9,1,9
CCOc1ccccc1N(CC(=O)Nc1ccccc1F)S(=O)(=O)c1ccccc1,12,?,-1.6,-2.0,-3,0.9,2.5,20,-17
O=C(/C=C\Nc1ccc2c(c1)OCO2)c1ccccn1,8,12,-0.5,-1.2,-3,.,1.0,-3,-9
CCOC(=O)c1c(-c2ccccc2)oc2ccc(OC(C)C(=O)O)cc12 (stereo not given),-67,1,0.9,-3.8,4,-3.7,5.9,5,-1
CCOC(=O)c1sc(NC(=O)c2cccc(S(=O)(=O)N3CCc4ccccc43)c2)c(C#N)c1C,-4,-4,0.9,0.2,0,0.2,-0.1,-9,-1
CCCn1nc2ccccc2c1P(=N)(N1CCOCC1)N1CCOCC1,-13,1,?,-3.3,-2,.,-0.8,-2,2
COc1ccc(S(=O)(=O)N2CCCCC2)cc1NC(=O)CSc1ncnc2ccccc12,-12,-5,0.7,-5.0,10,.,1.1,10,1
O=C(c1cccc(Cl)c1)N1CCN(Cc2c[nH]c3ccccc23)CC1,0,2,1.1,-0.3,1,-0.7,-0.7,5,1
O=C(CN1CCN(CC(=O)c2ccccc2)CC1)c1ccccc1,10,-8,0.5,.,-10,0.6,-1.0,1,-1
N#CCCNS(=O)(=O)c1ccc(C(=O)OCC(=O)Nc2ccc3c(c2)OCO3)cc1,10,-2,1.1,-1.6,-6,0.3,-1.0,4,-2
Cc1nc2ccccc2c(=O)n1-c1cccnc1,-1,4,?,-2.7,-3,.,-1.9,-2,-2
Nc1ccc(S(=O)(=O)Nc2nc(-c3ccccc3)cc(-c3ccccc3)n2)cc1,0,-6,-1.2,-1.4,-1,-0.8,2.6,1,-6
Cn1cccc1CC(=O)N/N=C/c1ccc([N+](=O)[O-])cc1,2,.,.,-0.2,-22,3.0,.,-11,.
CCN(CC(=O)NCC(=O)Nc1ccc(Br)cc1C)Cc1ccccc1,15,.,.,-3.1,2,6.6,0.2,24,.
CCC(C)[C@H](NC(=O)[C@H](Cc1ccccc1)n1c(=O)[nH]c2ccccc2c1=O)C(=O)NCC1CCC(C(=O)O)CC1 (stereo not given in full),1,3,0.4,-1.3,0,2.3,0.8,0,-10
COc1ccc(NC(=O)C2CCN(Cc3cnn(-c4ccccc4)c3-n3cccc3)CC2)cc1OC,13,-3,-0.2,-5.3,0,.,0.0,10,-1
O=C(NCCCn1ccnc1)c1cccc(S(=O)(=O)NCc2ccccc2)c1,-19,-4,-0.8,0.6,-1,0.8,-0.7,6,1
COc1cc(/C=N/NC(=O)CCn2c3ccccc3c3ccccc32)ccc1O,-4,-6,-1.0,-4.0,2,2.2,1.2,-19,-1
Cc1cccnc1NC(=O)/C=C/c1ccc2c(c1)OCO2,-4,-1,0.7,-3.0,4,.,1.9,4,2
COc1ccc(S(=O)(=O)N(C)c2ccc(C(=O)N3CCN(C)CC3)cc2)cc1,4,4,1.6,0.1,1,0.9,1.3,1,4
N#Cc1c2n(c3c(=O)[nH]cnc13)CCCC2,-6,-8,-0.3,-0.8,7,.,0.3,-4,-9
COC(=O)Cn1nc(-c2ccc(C)c(S(=O)(=O)N(C)C)c2)c2ccccc2c1=O,-3,2,-1.5,-1.2,-5,.,-1.2,-4,20
COc1ccc(NC(=O)COC(=O)CCc2nc3ccccc3c(=O)[nH]2)c(OC)c1,-6,6,0.3,0.6,1,0.6,-0.4,-3,-3

# An excerpt of these results, with tabs:
compound	CCHFV vOTU inh	BoNT F protease	BoNT A protease	FadD28 FP inh	PrPC TRFRET	TcdB GH inh	PfHsp40 yeast	Yp Topo-I inh	Anthrax LF prot
COc1ccc(NC(=O)COC(=O)CCc2nc3ccccc3c(=O)[nH]2)c(OC)c1	-6	6	0.3	0.6	1	0.6	-0.4	-3	-3
CCC(C)[C@H](NC(=O)[C@H](Cc1ccccc1)n1c(=O)[nH]c2ccccc2c1=O)C(=O)NCC1CCC(C(=O)O)CC1 (stereo not given in full)	1	3	0.4	-1.3	0	2.3	0.8	0	-10
COc1cc(/C=N/NC(=O)CCn2c3ccccc3c3ccccc32)ccc1O	-4	-6	-1.0	-4.0	2	2.2	1.2	-19	-1
CCN(CC(=O)NCC(=O)Nc1ccc(Br)cc1C)Cc1ccccc1	15	.	.	-3.1	2	6.6	0.2	24	.

# Going on with the list:
SMILES,CCHFV vOTU inh,BoNT F protease,BoNT A protease,FadD28 FP inh,PrPC TRFRET,TcdB GH inh,PfHsp40 yeast,Yp Topo-I inh,Anthrax LF prot
CC(=O)Nc1ccc(S(=O)(=O)NCCC(=O)N2CCN(C(c3ccccc3)c3ccccc3)CC2)cc1,-3,4,-2.2,-2.7,-2,2.2,-2.1,9,?
O=C(Cn1c(=O)sc2ccccc21)Nc1ccccc1,-3,-2,0.0,-4.7,3,.,-1.2,-3,-1
COc1cccc(-c2cc3nc(-c4ccccc4)cc(N4CCN(C(=O)c5ccoc5)CC4)n3n2)c1,-47,-3,-0.1,-4.7,5,0.9,.,27,-4
O=c1cc(-c2ccc(O)cc2)oc2cc(O)c(C3OC(CO)C(O)C(O)C3O)c(O)c12 (stereo not given),-8,2,0.2,0.4,-7,-0.2,0.3,-1,-7
CCOC(=O)c1ccc(NC(=O)CCNS(=O)(=O)c2cc(Br)cnc2N)cc1,17,6,-1.3,-2.2,2,2.6,-0.3,-1,2
CC(=O)N1CCN(C(=O)CNC(=O)c2ccc(Br)o2)CC1,0,-3,0.0,-1.4,-6,2.3,-0.4,-6,0
CCN1C(=O)C(CC(=O)Nc2ccc(Cl)cc2)N(NC(=O)c2ccncc2)C1=S (stereo not given),3,-18,-7.1,-2.4,11,1.6,.,-10,-17
COc1ccc(CNC(=O)CCn2c(C)csc2=O)cc1,-5,3,-0.1,-3.3,0,0.4,-1.4,2,2
CCCCSc1ccc2nc(-c3ccc(C#N)cc3)cn2c1,-13,1,-1.3,-3.5,12,.,3.0,9,-1
O=C(NC1CC2CCCC(C1)N2C(=O)Nc1ccc(F)cc1)c1ccccc1 (stereo not given),6,-14,0.5,-2.5,0,-0.2,-0.8,-3,-2
C=CCOc1ccc(/C=C/C(=O)OCc2csc(CC(=O)Nc3ccccc3C)n2)cc1,6,-4,-0.3,-0.1,8,-0.1,0.4,24,0
CS(=O)(=O)c1ccc(C(=O)OCC(=O)c2ccc(Cl)s2)cc1,4,16,3.7,-0.8,10,-8.4,0.7,-9,0
CC(=O)c1ccc(NC(=O)/C(=C\c2ccco2)NC(=O)c2ccco2)cc1,9,-34,-3.6,0.2,-6,0.3,0.6,8,2
O=C(Nc1ccc(Cl)cn1)Nc1cccs1,-1,-2,-0.3,-1.9,2,.,6.3,-5,-8
Cn1cc(C(=O)C(F)(F)F)c2ccccc21,0,-20,-0.8,-4.2,5,.,-0.3,2,0
O=[N+]([O-])c1ccc(C=NNC(=S)Nc2ccc(F)cc2)cc1,0,2,0.3,0.6,-2,-3.0,-1.4,-13,-1
CC(=O)NC(NC(C)=O)c1ccc(Br)cc1,.,5,0.8,-0.4,.,0.1,-0.8,3,0
COc1cccc(C#Cc2ccc3c(c2)O[C@@H](CN(C)C(=O)c2ccccn2)[C@@H](C)CN([C@H](C)CO)S3(=O)=O)c1,-8,-2,0.2,-13,-3,1.8&-0.5,.,40,-2
CCOC(=O)C1(C)CCCN(C(=O)c2ccc(F)cc2Cl)C1 (stereo not given),5,2,0.1,-1.8,4,1.0,.,-2,0
O=C(CSc1ccc(-c2ccc(F)cc2)nn1)N1CCN(c2ccccc2)CC1,-9,-6,0.3,-2.3,6,.,-1.2,3,1
COc1ccc(N(C(=O)Cn2nnc(-c3ccc(C)o3)n2)C(C(=O)NC2CCCC2)c2ccncc2)cc1 (stereo not given),6,0,0.9,1.9,6,-4.9,-0.3,-10,0
c1nnc(NCNc2nncs2)s1,-8,2,-0.1,-3.8,2,-0.3,.,0,0
CC(=O)Nc1ccc(S(=O)(=O)NCc2cc(=O)n(C)c(=O)n2C)cc1,-7,-3,-1.8,-2.8,2,-0.1,-0.3,-7,0
O=C(c1cc(COc2ccc(F)cc2Cl)on1)N(Cc1ccncc1)CC1CCCO1 (stereo not given),-3,-5,0.6,-1.9,-6,1.8,1.0,-1,-2
S=c1[nH]nc(COc2ccccc2)n1-c1ccc(Cl)cc1,0,-9,-0.6,-3.9,6,1.4,0.7,0,10
COc1ccccc1CNC(=O)c1ccc2c(c1)OCO2,9,-1,-3.7,.,-8,-0.4,-0.1,5,7
CC(NC(=O)COc1ccc(/C=N/NS(=O)(=O)c2ccccc2)cc1)c1ccccc1 (stereo not given),3,-2,0.0,-2.8,-3,.,-1.0,2,-2
CCCCCCCCN1C(=O)[C@H](CC(=O)NCCCOCCCC)C[C@@]2(C(=O)OCC)CCCC=C12,29,3,0.3,.,-3,0.3,.,.,2
CN(C)C(CNc1ncnc2sc3c(c12)CCCCC3)c1ccco1 (stereo not given),3,-5,-0.6,-1.5,6,0.6,5.1,30,-5
CCOc1ncccc1C(=O)Nc1ccc(S(=O)(=O)Nc2nccs2)cc1,7,0,0.2,-2.2,-5,1.3,-0.3,-8,3
Cc1ccc(CSc2ncnc3c2cnn3-c2ccccc2)cc1,13,-6,0.2,-1.3,-2,.,-1.0,1,-1
CCOC(=O)N1CCN(C(=S)NC2CCCCC2)CC1,-8,4,0.6,0.9,-2,2.0,0.4,0,0
CN1CCN(C(=O)/C(=C/c2ccccc2Cl)NC(=O)c2ccccc2)CC1,-5,2,0.1,-0.5,-4,1.3,0.7,-2,-2
COc1cccc(C2CC(c3ccc(F)cc3)Nc3nc(N)nn32)c1 (stereo not given),-5,-3,-0.3,-3.6,-4,0.1,-2.2,2,-6
COc1ccc(-c2csc3nc(C)n(-n4cccc4)c(=O)c23)cc1,-5,-3,0.2,0.5,2,.,-0.7,6,-4
CCn1nc(C(=O)Nc2nc3ccc(C)cc3s2)c2ccccc2c1=O,5,-5,-0.2,-2.0,-3,2.0,-0.9,2,-3
C=CCN1C(=O)C(CC(=O)O)SC1=Nc1ccc(N=Nc2ccccc2)cc1 (stereo not given),19,-4,-2.3,0.6,-15,1.9,3.0,6,-10
CCOc1ccc(NS(=O)(=O)c2ccc3[nH]c(=O)cc(C(=O)O)c3c2)cc1,5,-2,-0.3,-3.3,11,-1.0,0.8,1,2
CCCCn1c(N)c(N(CC(C)C)C(=O)C2CC(=O)N(Cc3ccccc3)C2)c(=O)[nH]c1=O (stereo not given),-1,.,.,0.7,4,-0.6,-0.1,-11,.
